14-3-3g Raf: modulators of human 14-3-3 gamma - Raf peptide interaction; P61981; FP, 14-3-3gamma / TMR-pS259-Raf peptide binding; inhibition, % at 40 µM; 160,000 compounds, 0.19% hits; AID 422; in the data active = inhibition above about 30%;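 note: 0% = protein plus tracer without compound and 100% = blank with tracer alone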
Target sequence (P61981 whole entry, looked up): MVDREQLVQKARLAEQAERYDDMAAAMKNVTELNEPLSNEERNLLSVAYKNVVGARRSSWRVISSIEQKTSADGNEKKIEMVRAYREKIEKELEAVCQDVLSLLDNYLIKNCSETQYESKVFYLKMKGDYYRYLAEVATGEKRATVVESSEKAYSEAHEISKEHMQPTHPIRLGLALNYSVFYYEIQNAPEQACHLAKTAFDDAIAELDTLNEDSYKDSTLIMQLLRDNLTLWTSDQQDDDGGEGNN
Numbers without * were called inactive; & = joins results of further samples. Some of the compounds tested; count on the stated rates, not on these rows.

14-3-3g Raf	structure
-4	COc1ccc(CCNC(=O)C2CCN(c3nn4c(=O)cc(C)nc4s3)CC2)cc1OC
-4	CSc1nc2ccc(S(=O)(=O)N3CCOCC3)cc2s1
5	COCCCNC(=O)c1cnn2c(C)c(Cc3cccc(C)c3)c(C)nc12
-10	Cc1ccc(-c2noc(-c3ccccc3C(=O)N3CCCC3)n2)cc1
-35	CCOc1cccc(C(=O)Nc2ccc3nn(-c4cccc5ccccc45)nc3c2)c1
-8	Cc1cc2ccccc2c(=O)n1CC(=O)NCC(=O)N1CCN(Cc2ccccc2)CC1
2	Cc1nc2ccc3ccccc3c2o1
-89	CC1(C)CC(=O)C2=C(C1)OC1=C(C(=O)CC(C)(C)C1)C2c1ccc(-c2ccc([N+](=O)[O-])cc2Cl)o1
-2	Clc1cc(NCc2cccs2)ccc1N1CCOCC1
-4	O=C(CCn1nc(-c2ccc(Cl)cc2)ccc1=O)NCCN1CCOCC1
-9	CCN1CCN(CCCNC(=O)c2cc3cc4ccc(C)cc4nc3o2)CC1
-4	O=C1CN(C(=O)CCN2CCOCC2)C(c2ccccc2)c2cc(Br)ccc2N1 (stereo not given)
-1	Cc1ccc(C2CC(C(F)(F)F)n3nc(C(=O)Nc4ccc(Cl)cc4C(F)(F)F)cc3N2)cc1 (stereo not given)
-2	CCN=C(NCC)SC1CC(=O)N(c2cccc(OC)c2)C1=O (stereo not given)
-5	N#Cc1cnn2c(C(F)(F)F)cc(-c3ccccc3)nc12
-7	Cc1c(Cl)cccc1NC(=O)Cn1c(=O)oc2ccccc21
-5	COc1cc2c(cc1OC)C1=C(C#N)CN(CC(=O)O)CN1CC2
3	CCCCOc1ccc(NC(=O)c2c(-c3ccccc3Cl)noc2C)cc1
-8	CC(=O)N1c2c(cc(Br)cc2S(=O)(=O)Nc2ccc(Cl)c(C(F)(F)F)c2)CC1C (stereo not given)
0	CCC(C)n1c(SCc2ccc(C)cc2)nc2ccsc2c1=O (stereo not given)
1	OC(COc1ccc(Cl)cc1)CN1CCN(c2ccccc2)CC1 (stereo not given)
2	Cc1cccc(NC(=O)CC(NCc2cccnc2)C(=O)O)c1C (stereo not given)
-9	Cc1ccc(C(=O)n2c(=S)oc3ccc(Cl)cc32)cc1
3	CCSc1nnc([C@@H]2CCCN2C(=O)OC(C)(C)C)o1
-10	O=C(NCC1CC1)C1CCCN(S(=O)(=O)c2ccc(-n3cnnn3)cc2)C1 (stereo not given)
0	Fc1cccc(Cl)c1-c1nnc2ccc(N3CCOCC3)nn12
2	C=CCSc1nnc(NC(=O)CSc2nnc(C)s2)s1
-1	CCOc1ccc(C2CC(c3cccc(Cl)c3)n3nc(N)nc3N2)cc1 (stereo not given)
-7	CC(C)Oc1ccc(C2c3c(oc4ccccc4c3=O)C(=O)N2CCCN2CCOCC2)cc1 (stereo not given)
4	CCN(CC)c1ccc(C2N(C(=O)N3CCOCC3)CCN2S(=O)(=O)c2ccc(C)cc2)cc1 (stereo not given)

New compounds follow:
14-3-3g Raf	structure
1	COc1ccccc1CNS(=O)(=O)c1ccc2c(c1)CCCN2C(C)=O
-2	Cc1cccc(Oc2nc3c(c(=O)n(Cc4ccccc4F)c(=O)n3C)n2C)c1
-7	O=C(CCn1nc(-c2ccc(Cl)cc2)ccc1=O)N1CCN(c2ccccc2)CC1
-1	COc1ccccc1NC(=O)c1cccc(S(=O)(=O)N2CCCC2)c1
2	O=C1NN(c2ccccc2)C(=O)C2C3C=CC(C4CC34)C12 (stereo not given)
-4	O=C(NCc1cccnc1)c1ccc(Cl)c(Cl)c1
-4	CCOC(=O)Cn1c(=O)oc2cc(S(=O)(=O)Nc3ccc(N(CC)CC)cc3C)ccc21
2	CCOC(=O)c1c(C)oc2ccc(OCC(=O)OC(C)(C)C)cc12
-6&-3	O=C(Nc1ccc(Br)cc1)C1CCCN1S(=O)(=O)c1cccs1 (stereo not given)
5	CCC(=O)N1CCc2cc(S(=O)(=O)N3CCCCCC3)ccc21
-45	CCNC(=O)CSc1nc2cc(OC)c(OC)cc2c(=O)n1CCC1=CCCCC1
-2	COC(=O)c1ccc(NC(=O)c2cccc([N+](=O)[O-])c2)cc1
-3	CCOC(=O)C(Cc1ccccc1)P(=O)(c1ccccc1)c1ccccc1 (stereo not given)
-16	CCN(c1ccc(F)cc1)S(=O)(=O)c1ccc2[nH]cc(C(=O)N3CCOCC3)c(=O)c2c1
-6	Cc1ccccc1Cc1c(C)nc2c(C(=O)NCCC(C)C)cnn2c1C
2	CCOC(=O)C1CCCN(Cc2nc(N)nc(Nc3ccc(OC)cc3)n2)C1 (stereo not given)
-8	CCCS(=O)(=O)N1CCCC(C(=O)NCCCOC(C)C)C1 (stereo not given)
12	CC1=C(C(=O)OCC(Cl)(Cl)Cl)C(c2cccc3ccccc23)NC(=O)N1 (stereo not given)
-10	CC(=O)c1ccc(NC(=O)c2ccc(-c3ccccc3[N+](=O)[O-])o2)cc1
-8	Clc1ccc2nc(-c3cccs3)cn2c1
-9	N#Cc1c(N)nc2sc(C(=O)Nc3ccc(Br)cc3)c(N)c2c1-c1cccs1
-4	CSc1nc2ccc(NC(=O)CN3C(=O)c4ccccc4C3=O)cc2s1
-5	Cc1csc2nc(CSc3nc4cc([N+](=O)[O-])ccc4o3)c(Br)n12
0	Cc1nnc(NC(=O)c2ccccc2F)s1
-6	CC1CCc2nn(CC(=O)NC3CCCC(C)C3C)cc2C1 (stereo not given)
1	CC(C)CC(NC(=O)c1ccco1)C(=O)Nc1ccc2c(c1)OCCO2 (stereo not given)
-5	CCC(=O)Nc1ccc(NC(=O)CSc2nnc(C(C)C)n2C)cc1
-9	COc1ccc(C)cc1NC(=O)c1cc(S(=O)(=O)NCCC2=CCCCC2)ccc1F
0	O=C(COC(=O)c1cc(-c2ccc(Cl)cc2)nc2ccccc12)c1cccc([N+](=O)[O-])c1
-5	Cc1cc2nnc(SCC(=O)NCc3ccc4c(c3)OCO4)n2c2ccccc12

(next part)
14-3-3g Raf	structure
-2	O=C(Nc1ccccc1)N1CCC(c2ccccc2)C1 (stereo not given)
-44	CCN1CCCC1CNC(=O)c1ccc2c(c1)[nH]c(=S)n1c3ccccc3nc21 (stereo not given)
1&0	O=C(NCCCN1CCN(c2cccc(Cl)c2)CC1)c1cccc(N2CCCC2=O)c1
5	CN(Cc1ccccc1)C(=O)CN1C(=O)c2ccccc2C1=O
-6	CCN1CCN(c2cc(C)c3cc(NC(=O)Cc4cccc(C)c4)ccc3n2)CC1
-6	OCc1ccccc1N=c1ssnc1Cl
-14	COc1ccccc1C(=O)N1CCN(c2nc(-c3ccccc3)c3c(c2C#N)CCCC3)CC1
-6&-39	COc1ccccc1OCC(=O)NCCc1nc2ccccc2[nH]1
-17	COC(=O)c1sc2nc3n(c(=O)c2c1C)N=C(c1cccc(OC)c1)CS3
0	COc1ccc(-c2nc(-c3ccc(C)cc3)[nH]c2-c2ccc(OC)cc2)cc1
-4	Cc1ccc(C(CC(=O)N2CCCC2)c2ccccc2)c(O)c1C (stereo not given)
2	O=C(NCCCc1nc2ccccc2[nH]1)c1ccc(Cl)cc1
-40	COc1ccc(Br)c(C=Nc2ccc(N3CCOCC3)cc2)c1O
-1	CCOC(=O)c1c(C)oc2ccc(OCC#N)cc12
-4	CCOC(=O)c1oc2ccccc2c1NC(=O)COc1ccc(F)cc1
-1	CC(=O)c1ccc(N2CCN(C(=O)C3c4ccccc4C(=O)N(C)C3c3cn(C)c4ccccc34)CC2)cc1 (stereo not given)
-3	COc1cccc(C2=NOC(C(=O)Nc3cccc(C(C)=O)c3)C2)c1 (stereo not given)
4	Cc1ccc(C(C)C)c(OCC(=O)N2N=C(c3ccc(Cl)cc3)CC2(O)C(F)(F)F)c1 (stereo not given)
-3&-1	O=C(CSCc1ccc(F)cc1)NC1CCCC1
8	NC(=O)C1CCN(C(=O)CCCn2c(=S)[nH]c3ccccc3c2=O)CC1
-1	Cc1ccc(-c2n[nH]c(=O)c3ccccc23)cc1S(=O)(=O)NC(C)c1ccccc1 (stereo not given)
5	COC(=O)C1=C(C)N(C)C(=S)NC1c1cc(OC)ccc1OC (stereo not given)
-2	COc1ccccc1C1C(C(C)=O)=C(O)C(=O)N1CO (stereo not given)
11	CC(=O)NC(CCS(C)(=O)=O)C(=O)Nc1cccc(F)c1 (stereo not given)
0	O=C(c1ccc(Sc2ccccc2Cl)c([N+](=O)[O-])c1)N1CCc2ccccc2C1
3	CC1(C)CC(=O)C2=C(C1)Nc1[nH]c(=O)[nH]c(=O)c1C2c1ccc(O)cc1 (stereo not given)
2	CCS(=O)(=O)c1nc2ccccc2n1Cc1ccccc1Cl
-263	c1ccc(OCCCn2c(-c3ccco3)nc3ccccc32)cc1
-88	CC[n+]1ccc(/C=C2\C=Cc3cc(C)ccc3N2C)cc1
-2	COc1ccccc1Nc1nc(N)nc(CSCCO)n1

(more compounds)
14-3-3g Raf	structure
2&-7	CCOC(=O)Cn1c2c(c(=N)c3c1CCC3)CCC2
7	O=C(NCc1ccccc1)c1ccc2c(=O)n(C3CCCCC3)c(=S)[nH]c2c1
-1	COc1ccc(Cn2c(SC)nc3ccsc3c2=O)cc1
-5	Cc1ccc(-c2ccc(=O)n(CCC(=O)NCCN3CCN(c4cccc(Cl)c4)CC3)n2)cc1
-12	COc1ccc(S(=O)(=O)NCC2CCC(C(=O)N3CCc4ccccc43)CC2)cc1 (stereo not given)
1	COc1cccc(C(=O)Nc2ccc(-n3nncc3C(C)(C)C)cc2)c1
5	Cc1c(C(=O)O)sc2ncnc(N3CCCCC3C)c12 (stereo not given)
-3	O=C1C(Nc2cccc(I)c2)=C(N2CCOCC2)C(=O)c2ccccc21
6	Cc1cc(NS(=O)(=O)c2ccc(NC(=O)Cc3ccccc3)cc2)nc(C)n1
4	Cc1cc(NC(=O)CSc2ccc3nnc(-c4ccc(F)cc4)n3n2)no1
3	CCCCN(C)CCNC(=O)Cn1c(=O)sc2ccccc21
-14	CC1CCCCN1CCNC(=O)Cn1nc(-c2ccc(Cl)cc2)ccc1=O (stereo not given)
0	O=C(c1cccc(C(=O)N2CCN(c3ccc(F)cc3)CC2)c1)N1CCN(c2ccc(F)cc2)CC1
2	N#CC1(C#N)C(c2ccco2)NC23CCCCC2C1(C#N)C(=O)N3 (stereo not given)
-31	CC1CC(=O)N(c2ccc(N3CCN(c4cccc(Cl)c4)CC3)c([N+](=O)[O-])c2)C1=O (stereo not given)
-5	Cc1ccc2nc(-c3ccc(N)cc3)oc2c1
-3	Cc1cccc(N2C(=O)c3ccc(Oc4ccc5c(c4)C(=O)N(c4cccc(C)n4)C5=O)cc3C2=O)n1
-7	COc1cccc(-c2nc(-c3ccccc3)no2)c1
-4	O=C(NCC1CCCO1)C1CCN(S(=O)(=O)Cc2ccccc2)CC1 (stereo not given)
-5	CCOC(=O)c1c(C)n(C)c2ccc(OC)c(NC(=O)CN3CCC4(CC3)OCCO4)c12
2	COc1ccc2cc(S(=O)(=O)N3CCN(C)CC3)ccc2c1
3	O=C(NC1CCCCC1)N(Cc1ccc(F)cc1)Cc1nc2ccccc2c(=O)[nH]1
-10	CC12Oc3ccc([N+](=O)[O-])cc3C(NC(=S)N1c1ccccc1)C2C(=O)Nc1ccc(Cl)cc1 (stereo not given)
4&5	Cc1ccc(-c2nc3ncccn3c2NC2CCCC2)o1
-41	O=C(Nc1ccc2oc(-c3ccccc3Cl)nc2c1)c1ccc(Cl)c([N+](=O)[O-])c1
0	O=C(CCCN1C(=O)c2cccnc2C1=O)N1CCN(c2ccccc2)CC1
-11	O=C(NCc1ccco1)C1CCC(Cn2c(=O)[nH]c3ccccc3c2=O)CC1 (stereo not given)
-2	COc1cc(C2SCC(=O)N2Cc2ccccc2)cc(OC)c1OC (stereo not given)
-13	COC(=O)C1=C(C)N=C2SC(C)C(=O)N2C1c1ccc(OC)c(OC)c1 (stereo not given)
-2	CC(=O)NC(c1ccccc1)c1ccc2cccnc2c1O (stereo not given)

Ordered by count of non-hydrogen atoms (low to high): part of the list above.
14-3-3g Raf	structure
-5	Cc1ccc2nc(-c3ccc(N)cc3)oc2c1
-7	COc1cccc(-c2nc(-c3ccccc3)no2)c1
5	Cc1c(C(=O)O)sc2ncnc(N3CCCCC3C)c12 (stereo not given)
4&5	Cc1ccc(-c2nc3ncccn3c2NC2CCCC2)o1
3	CCCCN(C)CCNC(=O)Cn1c(=O)sc2ccccc21
2	N#CC1(C#N)C(c2ccco2)NC23CCCCC2C1(C#N)C(=O)N3 (stereo not given)
-4	O=C(NCC1CCCO1)C1CCN(S(=O)(=O)Cc2ccccc2)CC1 (stereo not given)
1	COc1cccc(C(=O)Nc2ccc(-n3nncc3C(C)(C)C)cc2)c1
4	Cc1cc(NC(=O)CSc2ccc3nnc(-c4ccc(F)cc4)n3n2)no1
6	Cc1cc(NS(=O)(=O)c2ccc(NC(=O)Cc3ccccc3)cc2)nc(C)n1
-41	O=C(Nc1ccc2oc(-c3ccccc3Cl)nc2c1)c1ccc(Cl)c([N+](=O)[O-])c1
-31	CC1CC(=O)N(c2ccc(N3CCN(c4cccc(Cl)c4)CC3)c([N+](=O)[O-])c2)C1=O (stereo not given)
-5	CCOC(=O)c1c(C)n(C)c2ccc(OC)c(NC(=O)CN3CCC4(CC3)OCCO4)c12
-10	CC12Oc3ccc([N+](=O)[O-])cc3C(NC(=S)N1c1ccccc1)C2C(=O)Nc1ccc(Cl)cc1 (stereo not given)
0	O=C(c1cccc(C(=O)N2CCN(c3ccc(F)cc3)CC2)c1)N1CCN(c2ccc(F)cc2)CC1
-3	Cc1cccc(N2C(=O)c3ccc(Oc4ccc5c(c4)C(=O)N(c4cccc(C)n4)C5=O)cc3C2=O)n1

Single values from the list.
Reading of O=C1C(Nc2cccc(I)c2)=C(N2CCOCC2)C(=O)c2ccccc21 under 14-3-3g Raf: -3
Reading of COc1cccc(C(=O)Nc2ccc(-n3nncc3C(C)(C)C)cc2)c1 under 14-3-3g Raf: 1

Remaining list, next part:
14-3-3g Raf	structure
7	CCN(CC)Cc1c(O)ccc2c(=O)c(Oc3ccccc3Br)c(C(F)(F)F)oc12
-23	Cc1cccc(C)c1N(C)S(=O)(=O)c1ccc2[nH]cc(C(=O)N3CCCCCC3)c(=O)c2c1
-2	C=CCN1C(=O)c2ccccc2Sc2ccc(C(=O)NCc3ccccc3OC)cc21
-9	CCOc1ccccc1NC(=O)C1c2ccccc2C(=O)N(c2ccc(OC)cc2)C1c1ccc(OC)cc1 (stereo not given)
